LGR2 antag: Drosophila LGR2 receptor signaling inhibition. HEK293 LGR2, CRE-luciferase, bursicon-stimulated, 4 h. inhibition, % at 9.99 µM. 380,000 tested, 0.35% active;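 active = drop in luminescence signal, shown as inhibition above about 50% in the replicate tests, limit read from the data, passing the limit was not always enough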;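 note: agonist challenge used bursicon conditioned medium at about half maximal strength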
PAX8 inh HTS: inhibitors of PAX8 transcriptional activity in RMG-I cells. inhibition, % at 12.6 µM. RMG-I TPO-luciferase reporter, SteadyGlo, 24 h. 360,000 tested, 1.2% active;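 active = mean replicate inhibition at least 60% with every replicate also reaching 60%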;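 note: luciferase light reporting Pax8 driven TPO promoter activity; plate controls were median of neutral control wells for no effect and mitoxantrone controls for full effect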
GSIS activator: GLuc luminescence reporter in INS-1E cells, primary screen for activators of glucose-dependent secretion of insulin; AID 743287; activation, % at 16.6 µM; 370,000 tested, 0.61% active; INS-1E GLuc reporter insulin secretion, 2-3 h;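 active = lowest replicate activation of at least 40%, so every replicate reaches that level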;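 note: 0% = median of neutral control wells and 100% = median of IBMX positive control wells; some compounds called inactive have numbers as strong as hits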
* marks the source's active call; other numbers are inactive results. This is a subset; the hit share may differ from the screen's.

SMILES	LGR2 antag	PAX8 inh HTS	GSIS activator
CCC1(C)CC(C#N)(C#N)C(=O)NC1=O (configuration not stated)	9	-3	-3
CCOC(=O)[C@@H]1CSCCS(=O)(=O)N1C(=O)[C@H](C)NC(=O)OC(C)(C)C	-8	36	15
COc1ccc(OC)c(S(=O)(=O)NCC2CCN(C(=O)C(=O)c3cc4ccccc4o3)CC2)c1	-13	22	-4
CCOc1ccccc1C(=O)NCCN1CCC(n2c(=O)[nH]c3ccccc32)CC1	6	13	6
CC(=O)C(Cc1ccccc1)NC(=O)CCl (configuration not stated)	2	19	5
O=C(CSc1n[nH]c(-c2cccnc2)n1)OC1CCCCC1	14	22	3
Cc1cc(-c2n[nH]c(=S)n2/N=C/c2cccc([N+](=O)[O-])c2)n[nH]1	-12	22	31
CCCCn1c(N)c(N(CC(C)C)C(=O)CCCc2nc3ccccc3s2)c(=O)[nH]c1=O	6	13	9
COc1ccc(CN2C(=O)CCC2(C)c2nnnn2-c2ccc3c(c2)OCCO3)cc1OC (configuration not stated)	-15	23	7
COc1ccc(CCN2C(=O)COc3ccccc3C2C(=O)Nc2c(C)cccc2C)cc1OC (configuration not stated)	7	-5	4
CN1CCN(C(=O)C[C@H]2CC[C@H]3[C@H](COc4ccc(NC(=O)C5CCC5)cc4C(=O)N3C)O2)CC1	-2	-3	9
Cc1ccc(NC(=O)[C@@H](Cc2ccccc2)NC(=O)[C@H]2O[C@@H](n3ccc(=O)[nH]c3=O)[C@H](O)[C@@H]2O)cc1C	-6	-5	51*
CCOc1ccccc1CNCCOC	6	3	21
Cc1ccc(CN2C(=O)CN(S(C)(=O)=O)CC2(C)C(=O)NC(C)C)cc1 (configuration not stated)	-13	-7	-1
CCOC(=O)Cn1nc(C)c(NC(=O)COc2ccccc2)c1C	2	-6	6
CCC(C)C(=O)Nc1nnc(SCC(=O)Nc2ccccc2F)s1 (configuration not stated)	-11	-19	-9
NC(=O)[C@@H]1CCCN1C(=O)[C@@H](Cc1ccccc1)NC(=O)[C@H]1O[C@@H](n2ccc(=O)[nH]c2=O)[C@H](O)[C@@H]1O	-6	-8	-17
CCC(c1nnnn1-c1ccc2c(c1)OCCO2)N1CCN(c2ccc(C)cc2)CC1 (configuration not stated)	-1	-3	-5
O=C(NN=Cc1ccc2c(c1)CCN2)c1cccs1	-1	-205	-12
CN1CCN(NC(=S)Nc2ccc(Oc3ccccc3)cc2)CC1	0	4	-5
O=C(COc1ccc(Br)cc1)N/N=C1/SCC(=O)N1Cc1ccco1	19	4	1
CCOc1cc(OCC)cc(C(=O)N2CCC[C@@H]2C(=O)N2CCC[C@@H]2C(=O)NCc2ccccc2Cl)c1	-6	31	-18
Cc1ccc(S(=O)(=O)N2[C@H](CC(=O)c3cccs3)OC[C@@H]2C)cc1	0	5	-3
CCOC(=O)[C@]12CCCC=C1N(Cc1ccc3c(c1)OCO3)C(=O)[C@H](CC(=O)NCC13CC4CC(CC(C4)C1)C3)C2	31	39	-7
COc1ccc(NC(=O)COc2ccc3c(c2)CCC3)cc1	6	7	7
O=S(=O)(NN=Cc1cccc(Cl)c1)c1ccccc1	-20	-8	-8
N#CC(=Nc1cccc(F)c1)C1=C(O)c2ccccc2C1=O	-18	-18	-6
CCNC(=O)C/C(C)=N/NC(=O)C(=O)Nc1ccc(CC)cc1	-9	-30	11
COC(=O)C1=C(C)N(Cc2ccccc2C(F)(F)F)C(=NCc2ccc3c(c2)OCO3)NC1c1cccc(F)c1 (configuration not stated)	6	-10	49*
Cc1ccccc1NC(=O)COC(=O)c1c[nH]c(=O)[nH]c1=O	18	2	2
O=Cc1cscc1[B-](F)(F)F	-9	8	-5
C[C@H](NC(=O)[C@@H]1CCCN1C(=O)[C@@H]1CCCN1C(=O)c1cccs1)c1ccccc1	-10	-14	10
CC(=O)NS(=O)(=O)c1ccc(N=c2ssc3c2-c2ccc(C)cc2NC3(C)C)cc1	24	9	-7
O=C(C[n+]1ccc(C(=O)NCc2ccccc2)cc1)c1ccc(F)cc1	4	-19	7
COc1cc(NC(=O)c2c(Cl)cnn2C)c(OC)cc1Cl	-4	-4	8
COc1ccc(-c2c(C(=O)c3ccccc3)[nH]c(N)c2C(=O)NCCc2c[nH]c3ccccc23)cc1	-15	-16	9
C[C@@H]1ON(C)[C@H]2C[C@H]3c4cc(N5CCCCC5)ccc4CCN3C[C@@H]12	-5	-6	-19
O=NN(CCCl)C(=O)NCC1=C[N+](=O)CC=C1	-2	-10	17
Cc1ccc(SCC(=O)OC(C)C(=O)NC2(C#N)CCCCC2)cc1 (configuration not stated)	-12	-13	2
Cc1ccccc1Nc1nc(-c2ccccc2)c(C(=O)Nc2cccnc2)s1	-9	0	1

A draw from above in order of heavy-atom count, smallest number first.
SMILES	LGR2 antag	PAX8 inh HTS	GSIS activator
COc1cc(NC(=O)c2c(Cl)cnn2C)c(OC)cc1Cl	-4	-4	8
O=C(C[n+]1ccc(C(=O)NCc2ccccc2)cc1)c1ccc(F)cc1	4	-19	7
COc1ccc(-c2c(C(=O)c3ccccc3)[nH]c(N)c2C(=O)NCCc2c[nH]c3ccccc23)cc1	-15	-16	9

Further records:
SMILES	LGR2 antag	PAX8 inh HTS	GSIS activator
COC(=O)C1=C(C)N(Cc2cccc(C(F)(F)F)c2)C(=NCc2ccc3c(c2)OCO3)NC1c1cccc(F)c1 (configuration not stated)	11	65*	40*
Cn1c(N)nc(N)c(NC=O)c1=O	2	-162	9
CC(=O)Nc1ccc(NC(=O)CCn2c(=S)oc3ccccc32)cc1	0	1	5
CC(C)(C)C(=O)n1nc(-c2ccccc2)oc1=O	13	3	-10
O=C1NC[C@@H](CCCCN2C[C@H](Cc3ccc(O)cc3)N(CCC3CCCCC3)C(=O)C2=O)N(CCc2ccc(O)cc2)C1=O	23	4	-44
COc1ccccc1-c1noc2c1C(=O)N(Cc1cn(-c3ccccc3OC)nn1)CC2	0	17	21
Nc1c(-c2ccccc2)nc2ncccn12	-8	-8	49*
Cc1ccc(CSc2nc3[nH]ncc3c(=O)[nH]2)cc1	-43	-97	23
COc1ccc2nc(NC(=O)C3CCCO3)sc2c1 (configuration not stated)	-30	-170	0
COc1ccccc1CCc1nnc(CCC(=O)NC(C)Cc2cccs2)o1 (configuration not stated)	5	7	-2
C#CCOCCOCCOCCNc1nc(N2CCN(C(=O)C([C@@H](C)CC)n3cc(C(N)COC(=O)C(F)(F)F)nn3)CC2)nc(N2CCN(C(=O)[C@H](CCC(=O)O)n3cc(C(N)CC(C)C)nn3)CC2)n1 (some centres not stated)	-19	14	-3
O=S1(=O)CCN(Cc2ccccc2)CC1	2	11	11
N#CN=CN1CC=C(c2ccc(Cl)cc2)CC1	7	-9	67*
C#CCNC(=O)C[C@@H]1C[C@@]2(C(=O)OC)CCCCC=C2N(Cc2ccccc2)C1=O	-8	-7	4
Cc1ccc2nc(COc3ccc(Cl)cc3)cc(=O)n2c1	-94	-118	18
CC(C)C[C@H]1COc2cc(N3CCCC3)ccc2S(=O)(=O)N1	16	10	-13
Brc1ccc2nc(-c3ccc(CN4CCC(c5nc6ccccc6[nH]5)CC4)cc3)c(-c3ccccc3)nc2c1	11	101*	-9
O=C1NC[C@H](CCCCN2C[C@H](Cc3ccc(O)cc3)N(CCC3CCCCC3)C(=O)C2=O)N(CCc2ccccc2)C1=O	-18	-12	10
COc1ccc2c3c(n(C)c2c1)[C@@H](CO)N(C(=O)Cc1ccccn1)CC31CCN(CC2CCCC2)CC1	8	-2	-6
C[C@H](O)[C@@H]1CN2CCc3c([nH]c4c(-c5ccccc5)cccc34)[C@@H]2C[C@@H]1N(C)C(=O)NC1CCCCC1	-1	-1	-28

Quoted from above for reference:
SMILES	LGR2 antag	PAX8 inh HTS	GSIS activator
C#CCOCCOCCOCCNc1nc(N2CCN(C(=O)C([C@@H](C)CC)n3cc(C(N)COC(=O)C(F)(F)F)nn3)CC2)nc(N2CCN(C(=O)[C@H](CCC(=O)O)n3cc(C(N)CC(C)C)nn3)CC2)n1 (some centres not stated)	-19	14	-3
O=S1(=O)CCN(Cc2ccccc2)CC1	2	11	11
N#CN=CN1CC=C(c2ccc(Cl)cc2)CC1	7	-9	67*
C#CCNC(=O)C[C@@H]1C[C@@]2(C(=O)OC)CCCCC=C2N(Cc2ccccc2)C1=O	-8	-7	4
Cc1ccc2nc(COc3ccc(Cl)cc3)cc(=O)n2c1	-94	-118	18
CC(C)C[C@H]1COc2cc(N3CCCC3)ccc2S(=O)(=O)N1	16	10	-13
Brc1ccc2nc(-c3ccc(CN4CCC(c5nc6ccccc6[nH]5)CC4)cc3)c(-c3ccccc3)nc2c1	11	101*	-9

New compounds follow.
SMILES	LGR2 antag	PAX8 inh HTS	GSIS activator
CC(C)(C)OC(=O)Nc1ccccc1-n1nnnc1C(C(=O)c1ccc(F)cc1)N1CCN(c2ccccn2)CC1 (configuration not stated)	6	9	-7
OCCNCc1cccc2ccccc12	6	14	3
CCN1CCN(C(=O)c2cc(S(=O)(=O)N3CC(C)CC(C)C3)ccc2Cl)CC1 (configuration not stated)	17	1	-6
C=CCNC(=O)CCc1nnc(C2(c3ccc(Cl)cc3)CCC2)o1	-16	-94	0
COC(=O)[C@@]1(Cc2ccc(F)cc2)[C@H]2c3cc(C(=O)N(C)C)n(Cc4ccccc4)c3C[C@H]2CN1C(=O)c1ccccc1	-6	14	-35
COc1ccc2c3c([nH]c2c1)[C@@H](CO)N(C(=O)Nc1c(C)noc1C)CC31CCN(CC2CCCC2)CC1	27	-7	0
COC(=O)c1cc(=O)nc(NN=C(C)C)s1	-22	-23	-31
CCOC(=O)c1c(C)[nH]c(C(=O)CSc2nccc(C)n2)c1C	-65	-115	-3
CC(C(=O)NC1CCCC1)n1c(C2CCCC2)nc2ccccc21 (configuration not stated)	5	-7	0
CCCC[C@@H]1Cc2[nH][nH]c(=O)c2[C@H](c2ccc(C(C)C)cc2)O1	-14	6	-20

Fetched by compound from above:
SMILES	LGR2 antag	PAX8 inh HTS	GSIS activator
Cc1cc(-c2n[nH]c(=S)n2/N=C/c2cccc([N+](=O)[O-])c2)n[nH]1	-12	22	31
O=C(NN=Cc1ccc2c(c1)CCN2)c1cccs1	-1	-205	-12

Carrying on:
SMILES	LGR2 antag	PAX8 inh HTS	GSIS activator
CC1(C)OC(=O)C2=C(C[C@@H](CCc3ccccc3)O[C@H]2C2CCCC2)O1	-8	-7	-13
COC(=O)c1ccccc1NC(=O)NC1CCC(C)CC1 (configuration not stated)	-18	-17	5
COC(=O)c1ccc2nc(-c3ccc(F)cc3)c(Cc3cccc(Cl)c3)n2c1	-11	6	-2
COc1ccc(CCNC(=O)c2ccc(Br)o2)cc1Br	-6	32	-8
CC(Sc1nnc(-c2cccnc2)n1-c1ccccc1F)C(=O)N1CCCc2ccccc21 (configuration not stated)	-12	-13	6
COC(=O)[C@]12CCCCC=C1N(Cc1ccccc1)C(=O)[C@H](CC(=O)NCCCCc1ccccc1)C2	14	4	-27
Cc1cc(C)nc(OC(=O)c2ccc(Cl)cc2Cl)n1	11	-23	-10
COC(=O)C1=C(C)N(Cc2cccc(C(F)(F)F)c2)C(=NCC2CC2)NC1c1cccc(F)c1 (configuration not stated)	8	3	-12
CC(=O)C1=C(C)N(Cc2ccc(Cl)cc2)C(=S)NC1c1cccc(Br)c1 (configuration not stated)	10	3	-5
Cc1cc(Nc2cccc(F)c2)cc(=O)n1-c1cccc(F)c1	-1	2	-1

Limited to LGR2 antag and PAX8 inh HTS (two entries from above):
Compound	LGR2 antag	PAX8 inh HTS
CN1CCN(C(=O)C[C@H]2CC[C@H]3[C@H](COc4ccc(NC(=O)C5CCC5)cc4C(=O)N3C)O2)CC1	-2	-3
Cc1ccc(NC(=O)[C@@H](Cc2ccccc2)NC(=O)[C@H]2O[C@@H](n3ccc(=O)[nH]c3=O)[C@H](O)[C@@H]2O)cc1C	-6	-5

(listing goes on)
SMILES	LGR2 antag	PAX8 inh HTS	GSIS activator
NC(=O)c1ccc(N=Nc2c(-c3ccccc3)[nH]n(-c3ccccc3)c2=O)cc1	4	4	0
Cc1ccccc1N=C(c1ccccc1)C1C(=O)c2ccccc2C1=O	-37	19	18
O=C(NNC(=O)c1cc([N+](=O)[O-])ccc1Cl)c1cccs1	4	-13	2
Cc1cccc(CN2CCN(C3CN(Cc4cn(Cc5cccc(Cl)c5)nn4)S(=O)(=O)C3)CC2)c1 (configuration not stated)	-16	-8	-27
CCCCN1CC(COCc2ccccc2)Oc2cccc(Sc3ccc(OC)c(OC)c3)c2S1(=O)=O (configuration not stated)	15	18	13
CC12CN(C(=O)c3ccc([N+](=O)[O-])cc3)CC(C)(CN(C(=O)c3ccc([N+](=O)[O-])cc3)C1)C2=O	-6	8	21
CCOc1ccc(C(=O)Oc2ccc(NC(C)=O)cc2)cc1	8	15	4
O=S(=O)(Cc1ccccc1)Oc1ccccc1	-9	-1	3
COc1ccc(C(=O)NCC2CCN(C(=O)C(=O)c3cc4ccccc4o3)CC2)c(OC)c1	-8	24	-16
CSCCC(c1nc2ccccc2[nH]1)n1c(=O)c(-c2ccco2)nc2ccccc21 (configuration not stated)	22	20	-5
Fc1ccc(NC(=S)Nc2ccc(Cl)cc2Cl)cc1	7	-7	-2
C[C@H]1CN([C@@H](C)CO)C(=O)c2ccccc2-c2ccccc2CO[C@H]1CN(C)Cc1cccc(C(F)(F)F)c1	17	13	37
CC(C)c1ccc(C2OC(CCc3ccccc3)Cc3[nH]c(=S)[nH]c(=O)c32)cc1 (configuration not stated)	7	3	-9
